From PubChem
HT1080NT lethal: qHTS for induction of synthetic lethality in tumor cells producing 2HG: qHTS for the HT-1080-NT fibrosarcoma cell line | HT-1080-NT fibrosarcoma viability, CellTiter-Glo ATP luminescence, 48 h | Potency, µM (highest dose often 46.1 µM), inactives show at the top dose activity, negative = less viability, usual class: cytotoxic | 360,000 compounds, 1.6% hits | AID 686970, 2013;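 also: NT is the 2HG producing partner of a matched IDH1 knockdown line; potency is read from the fitted curve at half-maximal effect; 0% = DMSO-treated cells and -100% = media-only wells without cells; nearly all actives have a fitted effect of over 55% in size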
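Compounds were tested in concentration-response format on HT-1080-NT cells for 48 hours at 37 degrees C. Cell viability came from CellTiter-Glo luminescence; curves were classified by r2, response magnitude and activity.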
ATXN viability: Viability Counterscreen for Primary qHTS for Inhibitors of ATXN expression. S2 cells (HEK-293 line with an ATXN2-luciferase reporter) viability, CellTiter-Fluor protease fluorescence, 24 h. Potency, µM (top dose mostly 56.7 µM), most hits filed as cytotoxic. 400,000 compounds, 0.49% hits. AID 651635, 2014; also: potency is read from the fitted curve at half-maximal effect; nearly all actives have a fitted effect of over 40% in size
HT1080 IDH1KD tx: qHTS for induction of synthetic lethality in tumor cells producing 2HG: qHTS for the HT-1080-IDH1KD cell line; HT-1080 IDH1 knockdown viability, ATP luminescence, 48 h; Potency, µM (doses to about 46.1 µM), inactives show at the highest dose activity, negative = toxicity, actives largely listed as cytotoxic; 360,000 compounds, 2% hits; AID 686971, 2013;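 also: potency is read from the fitted curve at half-maximal effect; 0% = DMSO wells and -100% = cell-free medium wells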
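Using the IDH1-knockdown HT-1080 line run in the same batch and compound series as the NT line, viability after 48 h at 37 °C was determined by CellTiter-Glo luminescence and expressed as % activity.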
ATXN2 expr inh: Primary qHTS for Inhibitors of ATXN expression | HEK-293 ATXN2-luciferase reporter, luminescence, 24 h | Potency, µM (series often up to 57 µM), inactives show top-dose activity change, negative = inhibition, actives largely listed as inhibitors | 360,000 compounds, 0.72% hits; also: potency is read from the fitted curve at half-maximal effect; % is scaled to controls: 0 for no effect and ±100 for the full control effect; nearly all actives have a fitted effect of over 55% in size
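ATXN2-luciferase reporter cells (luciferase flanked by upstream and downstream ATXN2 gene portions) were treated 24 h at 37 °C with compounds at up to 57 uM. SteadyGlo luminescence gave expression; GF-AFC fluorescence gave viability.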
SW480 rereplic: A quantitative high throughput screen for small molecules that induce DNA re-replication in SW480 colon adenocarcinoma cells. SW480 DNA re-replication, Hoechst DNA content imaging, 48 h. Potency, µM (titrated, usually from 46.1 µM), for inactives: top-dose re-replication activation, hits mostly activators. 340,000 compounds, 1.8% hits. AID 624297, 2012; also: potency is read from the fitted curve at half-maximal effect; % of control where 0% means no effect; nearly all actives have a fitted effect of over 55% in size
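First, 250 cells per well were seeded. Next, compound or vehicle (23 nL) was pinned in, plates sat 48 hr at 37 C. Finally Hoechst was added for 40 min before fluorescence scanning.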
MCF10A rerep: A quantitative high throughput screen for small molecules that induce DNA re-replication in MCF 10a normal breast cells | MCF 10A DNA re-replication, Hoechst nuclear intensity, 48 h | Potency, µM (series often up to 46.1 µM), for the others: top-dose activity, positive = re-replication, most hits filed as activators | 350,000 compounds, 2.9% hits; also: potency is read from the fitted curve at half-maximal effect; % of control where 0% means no effect; nearly all actives have a fitted effect of over 50% in size
KB-3-1 cytotox: qHTS assay for MDR1-selective chemotherapeutics: Primary screen using the parental adenocarcinoma cell KB-3-1. Potency, µM (top dose mostly 46.1 µM), for the others: at the top dose activity change, negative = cytotoxic, usual class: cytotoxic. 400,000 compounds, 1.4% hits. KB-3-1 viability, CellTiter-Glo ATP luminescence, 72 h; also: potency is read from the fitted curve at half-maximal effect; % is scaled to controls: 0 for no effect and ±100 for the full control effect; nearly all actives have a fitted effect of over 60% in size
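Luminescent ATP read-out (CellTiter-Glo) measures survival of drug-naive KB-3-1 cells after 72 h compound exposure at 37 °C. Titration series was screened from lowest to highest concentration, with DMSO vehicle plates as background controls.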
HepG2 viability: qHTS for Inhibitors of TGF-b: Cytotox Counterscreen; HepG2 CAGA-GFP viability, ATP luminescence, 18 h; Potency, µM (doses to about 46.1 µM), for the others: top-dose activity change, negative = cytotoxicity, hits mostly cytotoxic; 410,000 compounds, 0.76% hits; also: potency is read from the fitted curve at half-maximal effect; some results filed as inactive show a strong effect at the top dose
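CellTiter-Glo luminescence gave cytotoxicity after 18 hours at 37 degrees C. The cells were HepG2 CAGA-GFP in 1% FBS DMEM, stimulated with 500 pg/mL TGF-beta after compound addition. %Activity was normalised to no-cell wells (complete cell-killing) and DMSO (no toxicity), and curves were fitted and classified.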
IL-1B inflam inh: qHTS for Inhibitors of Inflammasome Signaling: IL-1-beta AlphaLISA Primary Screen | activity change, % at 57.5 µM | 360,000 compounds, 4.7% hits | THP-1 LPS/ATP IL-1B secretion, AlphaLISA, 16 h; active compounds read low; in the data active = activity change below about -50%; inconclusive = mostly about -30% to -49%; also: % is scaled to controls: 0 for no effect and ±100 for the full control effect
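THP-1 cells pretreated 1 hr with compounds (up to 57.5 uM final), then stimulated with LPS (250 ng/mL final) plus ATP (1.25 mM final); secreted IL-1B measured by AlphaLISA after 16 hr, decreased signal indicating inhibition.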
An asterisk follows results filed as active; i = inactive; ? = inconclusive; . = no result given; [ ] = remark or other dose. Unless noted, calls follow the shape of the dose curve; as a rule, active = well fitted curve in the direction sought with a large enough effect; inconclusive = small, poorly fitted or top-dose-only effect, or another doubt; inactive = no such curve, though single readings can be large; an effect the other way counts as inactive or inconclusive.

SMILES	HT1080NT lethal	ATXN viability	HT1080 IDH1KD tx	ATXN2 expr inh	SW480 rereplic	MCF10A rerep	KB-3-1 cytotox	HepG2 viability	IL-1B inflam inh
Cc1cc(C)cc(OCC(=O)OCC(=O)NCc2ccco2)c1	9%	i	9%	-7%	-2%	-2%	1%	4%	1
CSCC[C@H](NC(=O)CC(C)(C)C)c1nc2ccccc2[nH]1	3%	i	3%	-9%	22%	?	-5%	-3%	-9
COC(=O)[C@@H](NC(=O)NCc1ccco1)C(C)C	0%	i	2%	7%	-7%	1%	6%	0%	13
CCOC(=O)c1[nH]ncc1CN1CCCC(C(=O)c2cccc(OC(C)C)c2)C1 (stereo unspecified)	-1%	i	-1%	0%	-3%	-4%	24%	-13%	20
O=C(COC(=O)c1ccccn1)Nc1ccccc1OC(F)F	9%	i	-7%	-1%	-4%	-5%	1%	-28%	8
CCOC(=O)c1c(C)oc2c(CN3CCN(C)CC3)c(Br)c(OC)c(O)c12	6%[9.24 µM]	i	-3%	-16%	-2%	2%	-7%	-11%	-15
O=S(=O)(Nc1ccc(Br)cc1)c1cccc2nonc12	13%	i	-8%	-7%	19%	0%	-4%	-4%	0
CSc1ccc(CCNC(=O)c2csc3c2CCCCC3)cc1	.	i	.	44%[activator]	.	.	0%	-29%	.
N#C/C(=C(/O)c1cccs1)c1nnc2n1CCCCC2	?	i	22%	13%	18%	1%	-3%	-16%	0
O=C(NCC1CCCO1)c1ccc([N+](=O)[O-])o1 (stereo unspecified)	?	?	-28%	0%	?	?	21µM*	-30%	?
COc1ccc(NC(=O)c2cc3cc(OC)ccc3oc2=N)cc1	-1%	i	0%	-1%	-3%	-1%	-2%	-12%	?
O=C(Cn1cnc2c(nnn2Cc2ccc(F)cc2)c1=O)NCc1ccccc1	-30%	i	?	.	?	?	?	-11%	25
Cc1[nH]c(=O)[nH]c(=O)c1NC(=O)c1ccc(OC(C)C)cc1	18%	i	9%	-16%	2%	-5%	-3%	3%	0
O=C1CCC(C(=O)N(Cc2ccco2)C2(C(=O)NC3CCCC3)CCCCC2)N1 (stereo unspecified)	26%	i	20%	-15%	-3%	8%	7%	1%	-10
CN(CCc1ccccn1)C(=O)c1ccc(OC(F)(F)F)cc1	8%	i	17%	12%	9%[1.84 µM]	-27%	0%	-6%	-3
CCc1nc2ccc(C(=O)NCCCN3CCCC3=O)cn2c1N(CC)C(C)=O	16%	i	?	2%	.	.	15%	-1%	31
CCOC(=O)CC(NCc1ccc(OC)c(OCC)c1)c1ccc(C)cc1 (stereo unspecified)	6%	i	7%	-9%	-4%	2%	?	7%	34
CCOc1nc2cnccc2n(CC(=O)Nc2ccc(C)c(C)c2)c1=O	8%	.	9%	.	-3%	11%	0%	-12%	-1
CCC(=O)Nc1nnc(SCc2ccccc2F)s1	18%	i	-2%	18%	1%	?	2%	-15%	4
O=C(O)CCc1ccc(-c2ccccc2)n1Cc1ccco1	7%	i	3%	3%	-1%	-8%	14%	-18%	24
O=C(NCCOc1ccccc1)c1cc([N+](=O)[O-])ccc1N1CCOCC1	?	?	7.3µM*	-25%	2.9µM*	10µM*	?	-5%	-11
c1ccc(COc2ccc(CNn3cnnc3)cc2)cc1	-2%	i	2%	10%	7%	25%	-1%	-17%	11
Cc1ccc(NC(=O)C2CCN(S(=O)(=O)c3cccc4nsnc34)CC2)cc1F	.	i	.	-28%	.	.	-7%	-35%	.
CCN(C(=O)c1ccc(Cl)c(S(=O)(=O)Nc2c(C)n(C)n(-c3ccccc3)c2=O)c1)c1ccccc1	1%	i	7%	-2%	-6%	4%	10%	0%	16
Cc1ccc(S(=O)(=O)c2nc(-c3ccco3)oc2NCC2CCCO2)cc1 (stereo unspecified)	12%	i	4%	0%	?	-3%	23%	14%	-6
COc1ccc(N2CCN(C(=O)CS(=O)Cc3nc(-c4ccc(OC)c(OC)c4)oc3C)CC2)cc1 (stereo unspecified)	2%	i	7%	-12%	-2%	1%	10%	-4%	-20
Cc1cc(Cl)ccc1OCCCC(=O)NC1CCN(C)CC1	?	i	?	-20%	-4%	?	-18%	-24%	-20
CCc1nc2ccc(C(=O)NCCCn3ccnc3)cn2c1N(C)C(=O)COc1ccccc1	7%	i	10%	14%	.	.	18%	0%	18
CCCCOc1ccc(CSCCNC(=S)Nc2ccccc2)cc1	-19%	?	?	-24%	4%	?	?	-17%	-5
COc1ccc(/C=N/NC(=O)c2c(-c3ccccc3)noc2C)cc1[N+](=O)[O-]	1%	i	2%	-6%	-5%	10%	-3%	12%	27
CC1CCN(c2ccc3c(c2)S(=O)(=O)c2cc(C(=O)O)ccc2C3=O)CC1	15%	.	4%	18%	.	.	1%	-2%	22
O=C(COC(=O)CN1C(=O)NC2(CCCC2)C1=O)NCc1ccc(Cl)cc1Cl	-1%	i	-3%	-11%	2%	0%	-10%	-6%	-15
C=CCOC(=O)C1=C(C)NC(SCC(=O)OCC)=C(C#N)C1c1ccc(C)cc1 (stereo unspecified)	7%	i	0%	-12%	-4%	-1%	12%	-17%	25
COc1ccccc1N1CCN(C(=O)C2CCN(S(=O)(=O)c3c(C)noc3/C=C/c3ccc(C)cc3)CC2)CC1	.	i	.	-6%	.	.	0%	-14%	.
Cc1ccc(-n2ncc3c2CC(C)(C)CC3NC(=O)CCCN2CCCCC2=O)cc1 (stereo unspecified)	6%	i	9%	12%	-3%	2%	19%	5%	0
NC(=O)c1cc2cc(Cc3ccccc3Cl)ccc2oc1=O	?	i	-17%	-22%	?	?	-1%	-35%	10
N#Cc1cccc(S(=O)(=O)NCCOc2ccccc2F)c1	0%	i	-6%	.	-6%	-8%	-4%	-11%	2
Cc1cc(=O)[nH]c(-c2cccnc2)n1	10%	i	-1%	-2%	-3%	-4%	1%	-18%	-1
Cc1cccc(NC(=O)CSc2nnc(-c3ccco3)c(-c3ccco3)n2)c1C	9%	i	-4%	4%	1%	?	-5%	-7%	-87*
CCOC(=O)c1cccc(NC(=O)C2CCCN(S(=O)(=O)c3c(C)nn(C)c3C)C2)c1 (stereo unspecified)	-6%	i	-5%	-8%	-4%	9%	-17%	-3%	-8
O=C(CN1CCN(Cc2ccc(Cl)cc2)CC1)N/N=C/c1ccccc1F	-5%	i	-7%	.	20%	2%	-14%	-32%	0
Cc1ccc2cc(CN(Cc3ccco3)C(=O)c3ccccc3)c(=O)[nH]c2c1C	-1%	i	2%	0%	1%[9.22 µM]	?	-10%	3%	-7
CCCOc1ccc(N2C(=O)CC(N(Cc3ccco3)C(C)=O)C2=O)cc1 (stereo unspecified)	0%	i	5%	5%	-22%	-6%	23%	-5%	-4
COc1ccc(N(Cc2cc3ccc(C)cc3[nH]c2=O)C(=O)c2ccco2)cc1	15%	i	19%	-9%	0%	-3%	-6%	-4%	-15
Cc1nn(-c2ccc(N3CCCCC3)nn2)c(C)c1CCC(=O)Nc1ccc(F)c(F)c1	-29%	?	-20%	?	?	?	-17%	-11%	-13
CC(C)C(C(=O)OCC(=O)c1ccccc1)N1C(=O)C2C3C=CC(C3)C2C1=O (stereo unspecified)	15%	i	8%	5%	-3%	12%	-5%	6%	5
Cc1nnc(SCC(=O)c2c(N)n(C)c(=O)n(C)c2=O)[nH]c1=O	14%	i	11%	4%	-3%	-4%	1%	3%	14
Cc1cccc(C(=O)OC(C)C(=O)Nc2ccc(S(=O)(=O)Nc3ncccn3)cc2)c1C (stereo unspecified)	-3%	i	5%	3%	-6%	-1%	6%	2%	19
Cc1ccccc1C1CCCN(Cc2nc(CC3CC3)no2)C1 (stereo unspecified)	3%	i	13%	11%	-3%	4%	19%	0%	-6
c1ccc(CSc2ccc(-c3cccnc3)nn2)nc1	12%	i	9%	27%	0%	-1%	22%	-22%	-14
COc1ccc(CNC(=O)c2ccc(Cn3nc(C)cc3C)o2)cc1	11%	i	4%	-13%	-4%	1%	2%	-35%	-25
COC(=O)c1ccc(OC(=O)c2ccncc2)cc1O	23%	i	10%	.	?	0%	6%	-5%	4
Nc1c(C(=O)Nc2ccccc2)sc2nc3c(c(-c4ccco4)c12)CCCC3	-25%	?	?	2%	?	?	-2%	-20%	-51*
CCOc1cc(NC(=S)NCC2CCCO2)c(OCC)cc1NC(=O)C1CC1 (stereo unspecified)	11%	i	-4%	.	?	?	0%	0%	-7
CCCc1nnc2c(N(C)S(=O)(=O)c3ccccc3)nc3ccccc3n12	0%	i	1%	1%	-5%	13%	-6%	-4%	18
Nc1nc(=O)n(C2OC(CO)C(O)C2O)cc1F (stereo unspecified)	?	?	-26%	?	.	.	0%	9%	86

Whole records from above. Order of screens: HT1080NT lethal	ATXN viability	HT1080 IDH1KD tx	ATXN2 expr inh	SW480 rereplic	MCF10A rerep	KB-3-1 cytotox	HepG2 viability	IL-1B inflam inh
Record of CCOC(=O)CC(NCc1ccc(OC)c(OCC)c1)c1ccc(C)cc1 (stereo unspecified) → 6%	i	7%	-9%	-4%	2%	?	7%	34
Record of COc1ccc(/C=N/NC(=O)c2c(-c3ccccc3)noc2C)cc1[N+](=O)[O-] → 1%	i	2%	-6%	-5%	10%	-3%	12%	27
Record of Cc1ccc(NC(=O)C2CCN(S(=O)(=O)c3cccc4nsnc34)CC2)cc1F → .	i	.	-28%	.	.	-7%	-35%	.
Record of Cc1[nH]c(=O)[nH]c(=O)c1NC(=O)c1ccc(OC(C)C)cc1 → 18%	i	9%	-16%	2%	-5%	-3%	3%	0
